Source: PubChem
PAFAH1B2 FP inh: PAFAH1B2 enzyme inhibitors, primary screen, biochemical, fluorescence polarization, human; recombinant PAFAH1B2, FP-rhodamine activity probe; AID 492953, 2010; 1.2% of 340,000 active; inhibition, % at 3.39 µM;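 active = inhibition above the mean of all tested compounds plus 3 SD, cut at about 24% in these data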;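 also: 0% = enzyme with DMSO and 100% = wells lacking PAFAH1B2; many of its hits are not listed in these tables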
PAFAH1B3 FP inh: PAFAH1B3 enzyme inhibitors, primary screen, biochemical, fluorescence polarization, human. inhibition, % at 3.39 µM. AID 492972, 2010. Platelet-activating factor acetylhydrolase IB subunit alpha1 (Homo sapiens), Q15102. recombinant PAFAH1B3, FP-rhodamine probe. 0.28% of 340,000 active;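 active = inhibition above the screen-wide average of all tested compounds plus 3 SD, cut at about 25% in these data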;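 also: 0% = enzyme with DMSO only and 100% = wells lacking PAFAH1B3 protein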
PME-1 inh: PME-1 inhibitors via competitive probe labeling, primary screen, biochemical, fluorescence polarization, FP-Rh probe, HTS; Protein phosphatase methylesterase 1 (Homo sapiens), Q9Y570; recombinant PME-1; inhibition, % at 5.9 µM; 0.53% of 320,000 active;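 active = inhibition above the campaign mean of all compounds plus 3 SD, cut at about 26% in these data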;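 also: competitive labeling of PME-1 active site by serine hydrolase directed probe; 0% = PME-1 with DMSO and 100% = wells lacking PME-1 enzyme; inhibitors block probe labeling so polarization falls and inhibition rises; many of its hits are not listed in these tables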
Target sequence (Q9Y570 whole entry, looked up): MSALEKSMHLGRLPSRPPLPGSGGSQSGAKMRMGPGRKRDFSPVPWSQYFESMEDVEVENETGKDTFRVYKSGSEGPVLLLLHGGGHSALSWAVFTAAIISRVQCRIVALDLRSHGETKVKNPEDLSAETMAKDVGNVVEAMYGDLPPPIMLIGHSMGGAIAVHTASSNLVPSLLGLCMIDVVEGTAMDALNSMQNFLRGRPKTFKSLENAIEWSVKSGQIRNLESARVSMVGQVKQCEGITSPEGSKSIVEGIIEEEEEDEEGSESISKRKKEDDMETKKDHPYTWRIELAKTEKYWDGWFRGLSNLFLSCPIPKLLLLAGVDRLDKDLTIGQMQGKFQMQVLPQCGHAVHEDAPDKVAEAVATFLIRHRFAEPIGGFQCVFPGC
LYPLA1 counter: LYPLA1 inhibitors, primary screen, counter-screen for PME1 inhibitor project, biochemical, fluorescence polarization, FP-Rh probe ABPP; 0.16% of 320,000 active; recombinant LYPLA1; inhibition, % at 5.9 µM; Acyl-protein thioesterase 1 (Homo sapiens), O75608;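 active = inhibition above the mean of all tested compounds plus 3 SD, set per campaign, cut at about 14% in these data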;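 also: inhibitors block serine hydrolase probe labeling of LYPLA1 so polarization falls; 0% = enzyme with DMSO and 100% = wells lacking LYPLA1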
PAD4 inh: human PAD4 inhibitors, primary screen, biochemical, fluorescence polarization, 1536-well format | Protein-arginine deiminase type-4 (Homo sapiens), Q9UM07 | recombinant PAD4, RCA probe fluorescence polarization | inhibition, % at 6.36 µM | 0.41% of 330,000 active;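 active = percent inhibition above a cutoff equal to the mean of all tested compounds plus 3 SD, cut at about 15% in these data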;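 also: 0% = PAD4 with RCA probe and DMSO and 100% = probe without PAD4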
Target sequence (Q9UM07 whole entry, looked up): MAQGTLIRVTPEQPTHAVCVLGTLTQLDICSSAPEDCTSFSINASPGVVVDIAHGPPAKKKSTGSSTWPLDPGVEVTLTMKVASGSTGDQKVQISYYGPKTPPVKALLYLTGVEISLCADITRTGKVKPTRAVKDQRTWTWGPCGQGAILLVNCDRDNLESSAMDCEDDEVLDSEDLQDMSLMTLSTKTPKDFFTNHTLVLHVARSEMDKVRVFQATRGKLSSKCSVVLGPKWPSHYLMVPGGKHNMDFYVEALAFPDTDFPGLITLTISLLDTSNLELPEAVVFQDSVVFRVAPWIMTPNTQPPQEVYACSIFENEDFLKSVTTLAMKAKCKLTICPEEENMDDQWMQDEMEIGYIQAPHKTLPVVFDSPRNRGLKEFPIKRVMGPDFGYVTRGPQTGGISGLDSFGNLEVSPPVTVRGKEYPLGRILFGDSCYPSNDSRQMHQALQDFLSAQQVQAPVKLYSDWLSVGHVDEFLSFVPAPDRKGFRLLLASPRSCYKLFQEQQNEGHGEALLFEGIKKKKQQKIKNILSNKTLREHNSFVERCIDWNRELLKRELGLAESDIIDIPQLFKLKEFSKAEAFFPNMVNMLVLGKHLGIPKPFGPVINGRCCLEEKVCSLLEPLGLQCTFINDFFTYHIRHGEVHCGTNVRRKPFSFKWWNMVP
pPAFAH inh: pPAFAH enzyme inhibitors, primary screen, biochemical, fluorescence polarization, human | recombinant pPAFAH, FP-rhodamine probe fluorescence polarization | inhibition, % at 3.39 µM | 1.5% of 330,000 active;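 active = inhibition above the mean inhibition across the screen plus 3 SD, cut at about 25% in these data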;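 also: inhibitors block binding of the rhodamine activity-based probe so polarization drops; 0% = enzyme with DMSO and 100% = wells lacking pPAFAH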
GSTO1 inh: inhibitors of recombinant GSTO1, primary screen, counter-screen for RBBP9 inhibitor project, biochemical, fluorescence polarization | activity-based probe fluorescence polarization | inhibition, % at 5.96 µM | 1.1% of 300,000 active | Glutathione S-transferase omega-1 (Homo sapiens), P78417;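 active = inhibition above the campaign mean inhibition plus 3 SD, cut at about 35% in these data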;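 also: 0% = GSTO1-1 with DMSO and 100% = wells lacking GSTO1-1 enzyme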
PAFAH2 FP inh: PAFAH2 enzyme inhibitors, primary screen, biochemical, fluorescence polarization, human; Platelet-activating factor acetylhydrolase 2, cytoplasmic (Homo sapiens), Q99487; recombinant PAFAH2, FP-rhodamine activity probe; inhibition, % at 3.39 µM; 0.99% of 340,000 active; AID 492956, 2010;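 active = inhibition above the mean over all tested compounds plus 3 SD, cut at about 30% in these data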;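 also: inhibitors block probe labeling of enzyme so polarization drops; 0% = enzyme with DMSO and 100% = wells lacking PAFAH2 protein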
Fam108B inh: mouse Fam108B serine hydrolase inhibitors, primary screen, counter-screen for RBBP9 inhibitor project, biochemical, fluorescence polarization; recombinant Fam108B, FP-Rh probe fluorescence polarization; inhibition, % at 9.51 µM; 0.33% of 300,000 active; AID 1947, 2009;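 active = inhibition above the screen mean inhibition plus 3 SD, computed separately per campaign, cut at about 18% in these data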;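 also: inhibitors lower polarization as less probe binds the enzyme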
An asterisk follows results filed as active; / = not tested or not shown; & = joins results of further samples. Only part of the results is shown; count on the stated rates, not on these rows.

structure,PAFAH1B2 FP inh,PAFAH1B3 FP inh,PME-1 inh,LYPLA1 counter,PAD4 inh,pPAFAH inh,GSTO1 inh,PAFAH2 FP inh,Fam108B inh
COCCCNC(=O)[C@H]1N2C(=O)c3ccccc3C2SC1(C)C (some centres undefined),5,9,-5,1,5,5,4,2,-2
Cc1cc(C)n(-c2nc3ccccc3nc2Nc2ccc3c(c2)OCO3)n1,0,8,1,-4,0,8,-2,-2,2
FC(F)(F)c1ccc2c(c1)[nH]c(=S)n2C1CC1,4,7,0,2,-2,2,-4,-4,0
OCC1(Cc2ccc(Cl)cc2)CCN(CC2CC=CCC2)CC1 (centres undefined),1,1,-4,-3,-5,5,10,0,0
O=c1[nH]c(N2CCOCC2)nc2ncn(Cc3ccccc3)c12,10,-7,0,0,-2,1,1,7,4
COc1cc(CCCN[C@H](CN)Cc2ccccc2)cc(OC)c1OC,-3,4,2,0,-4,2,/,4,/
COc1ccc(/C=C(\NC(=O)c2ccc(Cl)cc2)C(=O)NCCCn2ccnc2)cc1OC,0,2,-2,3,-1,1,0,-12,-1
Cc1cccc(NC(NC(=O)Cc2ccccc2)C(Cl)(Cl)Cl)c1 (centres undefined),6,-1,2,-2,3,2,-2,-1,-2
O=C(CCC(=O)c1cccs1)NNC(=O)c1cc(Cl)ccc1Cl,-5,6,/,/,0,0,/,-5,/
CCN1CCC(N2CCN(c3ccccc3OC)CC2)CC1,7,10,-2,-4,-2,4,-5,5,-4
COC(=O)c1ccc(COc2ccc(/C=N/N3CCN(C)CC3)cc2)cc1,8,4,3,0,-4,3,0,7,1
COc1ccc(/C=C2/C(=N)N3C(=NC2=O)Sc2cc(S(C)(=O)=O)ccc23)cc1OC,/,/,-2,-1,-1,3,-3,/,-1
O=C1CCc2cc(S(=O)(=O)Nc3ccccc3F)cc3c2N1CCC3,1,6,5,2,-4,13,3,4,-3
COc1ccc(NC(=O)CNCCC2=CCCCC2)cc1,-1,5,5,0,2,0,-1,3,1
Cc1ccc(NC(=S)N(N)CCO)cc1,0,-2,-4,3,-4,1,4,-2,-4
COc1ccc(CCNC(=O)C2CCC(=O)N(CCc3ccc(OC)cc3)C2)cc1 (centres undefined),2,3,-1,-1,-4,3,4,8,6
CCOC(=O)c1ccc(S(=O)(=O)NCCNCc2ccccc2)cc1,5,2,/,/,3,2,/,-2,/
CN1C(=O)CC(N2CCC(C(N)=O)CC2)C1=O (centres undefined),1,-3,6,2,-5,-1,-1,-8,3
CSc1ccccc1NC(=O)c1ccccc1N(Cc1ccccc1)S(C)(=O)=O,4,7,5,1,-3,4,-5,2,4
CCOc1cc(C(C(=O)NCC2CCCO2)N(C(=O)Cn2nnc3ccccc32)c2ccccc2C(C)=O)ccc1O (centres undefined),-2,-1,-3,0,5,-1,3,-14,-2
CN(C)C(=O)CCc1ccc2c3c([nH]c2c1)[C@]1(CCC2CCCC2)[C@@H](C(=O)N2CCOCC2)C[C@H](CC(=O)NCCN2CCOCC2)C(=O)N1CC3,3,-2,/,/,-1,0,/,-2,/
CCCNC(=O)c1ccc2c(=O)c(O)c(-c3ccc(OC)cc3)[nH]c2c1,2,14,5,-11,-2,13,-1,-16,7
O=C1CCCC2=C1C(c1ccc(Cl)cc1)n1c(s/c(=C\c3ccc4ccncc4c3)c1=O)=N2 (centres undefined),1,-18,4,-6,-2,5,4,7,2
O=C(NCCc1ccc(Cl)cc1)C1CCCN1C(=O)NCc1ccccc1 (centres undefined),18,1,0,2,-13,8,-1,-12,-5
Cc1ccnc(NC(=O)Cc2ccc(-c3ccccc3)cc2)c1,-1,6,1,0,-2,-1,3,-10,-4
COc1ccc(-c2c(C#Cc3ccsc3)c3cc(-c4ccc(CN5CCOCC5)cc4)ccc3n2C)cc1,3,10,/,/,1,2,/,-3,/
Cc1ccc(C(=O)NN2C(=O)/C(=C/c3cccn3C)SC2=S)cc1,-1,5,-1,2,9,5,-2,1,-3
N=c1sccn1CC(=O)Nc1ccccc1Oc1ccccc1,-1,3,7,1,-4,-1,11,-2,1
COc1cccc(NS(=O)(=O)c2c(C)cc(C)cc2C)c1,4,2,8,2,4,5,0,10,1
COc1ccccc1NC(=O)C(C)OC(=O)CSCC(=O)Nc1cc(C)on1 (centres undefined),5,0,1,-1,3,5,/,11,/
CCc1ccc2oc(=O)cc(CN3CCCCC3C)c2c1 (centres undefined),-1,3,3,-2,2,7,4,0,3
CCCNC(=O)COc1ncnc2sccc12,3,7,-1,1,-3,4,-2,0,-3
CCOc1ccccc1C(=O)NC(C(=O)Nc1cccc(S(N)(=O)=O)c1)C(C)C (centres undefined),1,8,5,-1,1,8,-10,-2,0
COc1cccc(CN2CCN(CC(=O)NCCc3ccccc3)CC2)c1,-5,11,4,1,-1,2,-6,2,1
COc1cc(-c2nc3c4ccccc4nc(=S)n3[nH]2)cc(OC)c1OC,5,30*,26,-1,16*,6,-2,-2,4
Cc1ccccc1S(=O)(=O)Oc1ccc2ccc(O)cc2c1,3,5,-9,-8,-4,6,-2,0,0

Part of the list above in another layout:
The line under a structure holds: PAFAH1B2 FP inh, PAFAH1B3 FP inh, PME-1 inh, LYPLA1 counter, PAD4 inh, pPAFAH inh, GSTO1 inh, PAFAH2 FP inh, Fam108B inh
- COc1ccccc1NC(=O)C(C)OC(=O)CSCC(=O)Nc1cc(C)on1 (centres undefined)
→ 5, 0, 1, -1, 3, 5, /, 11, /
- CCc1ccc2oc(=O)cc(CN3CCCCC3C)c2c1 (centres undefined)
→ -1, 3, 3, -2, 2, 7, 4, 0, 3

Later entries
structure,PAFAH1B2 FP inh,PAFAH1B3 FP inh,PME-1 inh,LYPLA1 counter,PAD4 inh,pPAFAH inh,GSTO1 inh,PAFAH2 FP inh,Fam108B inh
O=C(O)CCN1CCc2ccccc21,1,9,2,-6,-2,11,3,1,0
COc1cc(-c2cc(N)n(S(=O)(=O)c3ccccc3)n2)cc(OC)c1OC,5,1,0,-4,-2,-3,-6,1,-2
O=C(CCCC(=O)N(c1cccc(F)c1)C(C(=O)NC1CCCC1)c1ccc(O)cc1)Nc1ccccn1 (centres undefined),3,-2,0,-1,1,5,1,-7,0
CN(C(=O)c1ccc(S(=O)(=O)N2CCCC2)cc1)C1CCS(=O)(=O)C1 (centres undefined),1,4,-4,-2,2,-2,11,2,8
C#CCCC/C(=C\C(=O)N(C)[C@H](C(=O)N(C)[C@H](C(=O)N(C)[C@H](C(=O)N(C)[C@H](C(N)=O)C(C)C)C(C)C)C(C)C)C(C)C)OC,2,2,/,/,1,12,/,0,/
O=C(O)CCCNC(=O)CCn1nnc2ccccc2c1=O,-1,4,5,0,-1,2,3,1,-1
C[C@H]1O[C@@H](O[C@H]2[C@@H](O)C[C@H](O[C@H]3[C@@H](O)C[C@H](O[C@H]4CC[C@@]5(C)[C@H](CC[C@@H]6[C@@H]5C[C@@H](O)[C@]5(C)[C@@H](C7=CC(=O)OC7)CC[C@]65O)C4)O[C@@H]3C)O[C@@H]2C)C[C@H](O)[C@@H]1O,-3,-2,-4&1,-1&6,-3&-2,6&1,-2&1,-4,6&-1
COc1ccc(Cl)cc1NC(=O)C(=O)NCc1ccncc1,-3,7,-1,0,-2,1,-6,-2,-4
COc1cc(CNCCO)cc(Cl)c1OCc1ccccc1Cl,6,7,-1,-1,-2,5,1,6,2
CN1C[C@@H]2C(c3ccccc3)C3(c4ccc(C#N)cc4)CC2(C3)[C@H]1c1ccccc1 (some centres undefined),0,5,-4,-5,1,6,4,0,-4
CCC1(CC)Cc2ccccc2-c2nc(-c3ccccc3)oc(=O)c21,-3,1,1,3,-5,5,0,-6,2
Cc1ccc(-c2ccc(=O)n(CCC(=O)N3CCN(Cc4ccccc4)CC3)n2)cc1,6,-2,2,2,-3,0,0,2,-2

Shown with two lines to a compound: part of the list above
Results follow in this order: PAFAH1B2 FP inh	PAFAH1B3 FP inh	PME-1 inh	LYPLA1 counter	PAD4 inh	pPAFAH inh	GSTO1 inh	PAFAH2 FP inh	Fam108B inh
COc1cc(-c2cc(N)n(S(=O)(=O)c3ccccc3)n2)cc(OC)c1OC
  5	1	0	-4	-2	-3	-6	1	-2
O=C(CCCC(=O)N(c1cccc(F)c1)C(C(=O)NC1CCCC1)c1ccc(O)cc1)Nc1ccccn1 (centres undefined)
  3	-2	0	-1	1	5	1	-7	0
CN(C(=O)c1ccc(S(=O)(=O)N2CCCC2)cc1)C1CCS(=O)(=O)C1 (centres undefined)
  1	4	-4	-2	2	-2	11	2	8
C#CCCC/C(=C\C(=O)N(C)[C@H](C(=O)N(C)[C@H](C(=O)N(C)[C@H](C(=O)N(C)[C@H](C(N)=O)C(C)C)C(C)C)C(C)C)C(C)C)OC
  2	2	/	/	1	12	/	0	/
O=C(O)CCCNC(=O)CCn1nnc2ccccc2c1=O
  -1	4	5	0	-1	2	3	1	-1
C[C@H]1O[C@@H](O[C@H]2[C@@H](O)C[C@H](O[C@H]3[C@@H](O)C[C@H](O[C@H]4CC[C@@]5(C)[C@H](CC[C@@H]6[C@@H]5C[C@@H](O)[C@]5(C)[C@@H](C7=CC(=O)OC7)CC[C@]65O)C4)O[C@@H]3C)O[C@@H]2C)C[C@H](O)[C@@H]1O
  -3	-2	-4&1	-1&6	-3&-2	6&1	-2&1	-4	6&-1
COc1ccc(Cl)cc1NC(=O)C(=O)NCc1ccncc1
  -3	7	-1	0	-2	1	-6	-2	-4
COc1cc(CNCCO)cc(Cl)c1OCc1ccccc1Cl
  6	7	-1	-1	-2	5	1	6	2
CN1C[C@@H]2C(c3ccccc3)C3(c4ccc(C#N)cc4)CC2(C3)[C@H]1c1ccccc1 (some centres undefined)
  0	5	-4	-5	1	6	4	0	-4
CCC1(CC)Cc2ccccc2-c2nc(-c3ccccc3)oc(=O)c21
  -3	1	1	3	-5	5	0	-6	2
Cc1ccc(-c2ccc(=O)n(CCC(=O)N3CCN(Cc4ccccc4)CC3)n2)cc1
  6	-2	2	2	-3	0	0	2	-2

Next structures:
structure,PAFAH1B2 FP inh,PAFAH1B3 FP inh,PME-1 inh,LYPLA1 counter,PAD4 inh,pPAFAH inh,GSTO1 inh,PAFAH2 FP inh,Fam108B inh
O=C(O)CCC(=O)N1CCc2cc(S(=O)(=O)NC3CCCC3)ccc21,6,10,1,1,-5,-1,6,-2,2
COc1cccc(C2=NOC(C(=O)NCc3cccs3)C2)c1 (centres undefined),0,2,4,3,-2,-1,-1,5,-2
CCCCNc1c(N)n(CCC)c(=O)[nH]c1=O,4,1,2,-3,2,-2,-1,-2,10
C/C(=C\c1ccc(Cl)cc1)C(=O)c1c(C)cc(C)[nH]c1=O,4,2,3,-2,-4,2,3,-5,-2
CC(=O)Nc1ccc(N(CC(=O)NC2CCCCC2)C(=O)Cn2nnc(-c3ccccc3)n2)cc1,5,8,0,-1,-2,5,-5,-13,2
CCOc1ccc(NC(=O)CSc2ncn[nH]2)cc1,2,0,0,-2,-4,0,-2,1,3
Cc1ccc(C(=O)COC(=O)CNC(=O)CN2C(=O)c3ccccc3C2=O)cc1,7,3,2,0,2,1,2,-3,2
